Screening results deposited in PubChem BioAssay by several laboratories.
HCV core dimer: inhibitors of HCV core protein dimerization, primary screen, biochemical, TR-FRET, high-throughput | TR-FRET GST/Flag-core106 dimerization, 1536-well | inhibition, % at 5 µM | 0.33% of 300,000 active;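 active = inhibition above the mean of all tested compounds plus 3 SD, set per screening campaign, cut at about 45% in these data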
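System – GST-tagged and Flag-tagged HCV core protein residues 1-106 · Repeats – one well for each compound · Technique – TR-FRET 671 and 617 nm emission · Doses – one concentration, 5 µM, in 0.5% DMSO · Times – 4 h, 22.5 °C incubation · Also added – Eu donor and XL665 acceptor anti-tag antibodies · Measure – percent inhibition of core106 dimerization signal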
proCasp3 act: activators of human procaspase-3 D3A mutant, primary screen, biochemical, absorbance, PC-3 D3A mutant, single concentration. Caspase-3 (Homo sapiens), P42574. recombinant procaspase-3 D3A, Ac-DEVD-pNA absorbance 405 nm. activation, % at 8.5 µM. 0.11% of 330,000 active. AID 463141, 2010;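 active = activation above the mean of all tested compounds plus 3 SD, cut at about 21% in these data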;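 also: 0% = DMSO alone and 100% = DMSO wells spiked with extra 5 µM PC-3 D3A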
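Assay system: Procaspase-3 D3A mutant, all three cleavage aspartates alanine. Buffer or medium: Zinc-free HEPES saline buffer with Triton X-100. Times: 1 h compound preincubation, 2 h substrate hydrolysis at 25 °C. Measured by: 405 nm absorbance of p-nitroaniline, reads at 0 and 120 min. Read-out basis: percent activation relative to control range. Replicates: singlicate.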
VLA-4 inh: inhibition in human VLA-4 binding assay, primary screen, VLA-4 allosteric modulator project, MLPCN library, flow cytometry, VLA-4 expressing cells. 0.2% of 330,000 active. inhibition, % (about 7 µM as worked out from the volumes in the protocol). ligand binding flow cytometry. Integrin alpha-4 (Homo sapiens), P13612; in the data active = inhibition above about 50%
Target sequence (P13612 whole entry, looked up): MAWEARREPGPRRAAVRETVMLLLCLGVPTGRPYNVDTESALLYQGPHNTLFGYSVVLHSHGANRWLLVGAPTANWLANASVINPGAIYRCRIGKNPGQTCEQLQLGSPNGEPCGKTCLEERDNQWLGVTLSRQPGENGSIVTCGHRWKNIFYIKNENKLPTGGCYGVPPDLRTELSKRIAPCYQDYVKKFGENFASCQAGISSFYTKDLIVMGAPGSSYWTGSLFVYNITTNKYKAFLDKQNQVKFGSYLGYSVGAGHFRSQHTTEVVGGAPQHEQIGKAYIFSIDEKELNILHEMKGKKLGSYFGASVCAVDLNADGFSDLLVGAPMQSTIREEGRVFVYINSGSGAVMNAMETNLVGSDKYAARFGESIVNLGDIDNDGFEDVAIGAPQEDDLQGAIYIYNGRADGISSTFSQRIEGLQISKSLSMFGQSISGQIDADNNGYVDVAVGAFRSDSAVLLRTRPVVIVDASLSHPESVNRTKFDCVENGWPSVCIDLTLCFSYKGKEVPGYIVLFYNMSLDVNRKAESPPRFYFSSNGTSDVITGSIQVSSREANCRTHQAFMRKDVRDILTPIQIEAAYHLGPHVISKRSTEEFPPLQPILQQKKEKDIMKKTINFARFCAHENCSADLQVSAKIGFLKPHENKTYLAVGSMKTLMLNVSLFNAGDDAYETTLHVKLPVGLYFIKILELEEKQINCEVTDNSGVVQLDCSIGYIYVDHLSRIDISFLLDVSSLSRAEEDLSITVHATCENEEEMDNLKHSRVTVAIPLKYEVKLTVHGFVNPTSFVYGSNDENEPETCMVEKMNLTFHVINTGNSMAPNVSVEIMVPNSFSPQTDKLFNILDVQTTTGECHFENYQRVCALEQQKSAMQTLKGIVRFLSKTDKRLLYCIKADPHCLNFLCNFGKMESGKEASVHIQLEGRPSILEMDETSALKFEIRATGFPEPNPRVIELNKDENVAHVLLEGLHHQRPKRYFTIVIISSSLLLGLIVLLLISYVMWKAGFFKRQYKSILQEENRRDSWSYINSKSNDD
PP5 primary: PP5 phosphatase inhibitors, primary screen, biochemical, fluorescence; Serine/threonine-protein phosphatase 5 (Homo sapiens), P53041; purified PP5c, OMFP substrate fluorescence; 0.18% of 320,000 active; inhibition, % at 6.7 µM; AID 1987, 2009;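 active = inhibition above the campaign's mean inhibition across all tested compounds plus 3 SD, cut at about 9.5% in these data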;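 also: 0% = DMSO only and 100% = 100 µM cantharidin control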
procasp7 counter: procaspase-7 activators, primary screen, counter-screen for procaspase-3 activator project, biochemical, absorbance, HTS, human | recombinant procaspase-7, Ac-DEVD-pNA absorbance 405 nm; D23A/D198A/D206A triple mutant, cannot self-cleave; scale: DMSO 0, 5 µM enzyme 100 | activation, % at 8.5 µM | 0.093% of 330,000 active;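 active = percent activation above the screen-wide mean plus 3 SD, cut at about 25% in these data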
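Test system: Procaspase-7 triple mutant (PC-7 D3A). Also added: Ac-DEVD-pNA substrate, 400 µM as added. Schedule: 1 h enzyme–compound preincubation and 2 h substrate reaction, both 25 °C. Signal: p-Nitroaniline absorbance at 405 nm, read at 0 and 120 min. Control set: low DMSO alone, high DMSO plus 5 µM PC-7.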
GASC-1 inh: inhibitors of GASC-1 histone demethylase, primary screen, biochemical, fluorescence, DELFIA europium. Lysine-specific demethylase 4C (Homo sapiens), Q9H3R0. GST-JMJD2C(1-420) H3K9me3 demethylation. inhibition, % at 2.35 µM. 0.069% of 330,000 active;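 active = more than half of a compound's replicate wells show inhibition beyond 50%, single wells judged on their own value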;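 also: signal counts dimethyl H3K9 product captured on neutravidin plate; 0% = median of DMSO wells and 100% = 0.3 times that DMSO median; strong numbers were not always called active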
GRK2 inh: compounds blocking aptamer binding on GRK2 – biochemical, human GRK2, bead flow cytometry, HTS, primary screen | FAM-aptamer displacement from GRK2 | inhibition of aptamer binding, % at 10 µM | Beta-adrenergic receptor kinase 1 (Homo sapiens), P25098 | AID 488847, 2010 | 0.59% of 330,000 active;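 active = inhibition of aptamer binding above 40%, roughly 3 SD of noise, on plates passing a quality check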;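 also: median bead fluorescence of bound FAM aptamer so fluorescent compounds give negative values; no value below 0 was filed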
PP1 counter: PP1-alpha phosphatase inhibitors, primary screen, counter-screen for PP5 inhibitor project, biochemical, fluorescence, OMFP substrate, single point; purified PP1alpha; 0.9% of 320,000 active; Serine/threonine-protein phosphatase PP1-alpha catalytic subunit (Homo sapiens), P62136; inhibition, % at 6.7 µM;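 active = inhibition above the mean inhibition of all tested compounds plus 3 SD, computed separately for each screening campaign, cut at about 15% in these data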
CTSL1 counter: Fasciola hepatica cathepsin L1 inhibitors, primary screen, counter-screen for PFM18AAP inhibitor project, biochemical, QFRET, fluorogenic peptide substrate; inhibition, % at 5.96 µM; recombinant F. hepatica cathepsin L1, Z-Leu-Arg-MCA fluorescence; AID 1906, 2009; 0.49% of 300,000 active;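 active = inhibition above the mean of all tested compounds plus 3 SD, set per screening campaign, cut at about 17% in these data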;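 also: 0% = plate median of test compound wells and 100% = 1 µM Z-Phe-Ala-diazomethylketone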
Active calls of the source: *; i = inactive; / = no result given; & = joins results of further samples. Outcome played no part in choosing rows; any-hit rate near 2.6%.

SMILES | HCV core dimer | proCasp3 act | VLA-4 inh | PP5 primary | procasp7 counter | GASC-1 inh | GRK2 inh | PP1 counter | CTSL1 counter
CCn1c(CN2CCOCC2)nnc1SCC(=O)Nc1ccc(C)cc1 | 0 | 3 | 5 | -1.4 | -3 | -3 | 1 | -4 | 0
O=C(NC1CC1)C1CCCN1C(=O)NC1CCCCC1 (centres undefined) | -4 | 9 | -5 | 0.8 | 14 | 0 | 0 | -3 | -2
C=C[C@@H]1c2ccccc2N(S(=O)(=O)c2ccc(C)cc2)[C@H](c2ccccc2)C1(C#N)C#N | / | 7 | 12 | 1.5 | 5 | 1 | 2 | 6 | /
O=C(CSc1cccc[n+]1[O-])Nc1cc(Cl)ccc1[N+](=O)[O-] | / | 1 | 3 | / | 6 | / | 2 | / | /
O=C(CN1C(=O)CC(c2ccco2)Sc2ccccc21)NCc1ccc2c(c1)OCO2 (centres undefined) | 4 | 5 | 11 | 1.3 | 9 | -18&-3 | 1 | 0 | -1
Cc1onc(-c2ccccc2Cl)c1C(=O)N(C)C1CCCCC1 | 5 | 2 | 20 | -1.1 | 3 | 7 | 1 | -2 | 2
O=C(Nc1ccc2c(c1)OCCO2)N1CCN(c2ccccc2)CC1 | -1 | -4 | 6 | 3.7 | 3 | 4 | 1 | 1 | 0
Cc1cc(=O)n2[nH]c(COc3ccccc3)nc2n1 | 1 | 1 | 4 | 0.9 | 0 | 2 | 0 | 2 | -4
COc1cc(C(=O)NC(C)c2ccccc2)ccc1OCC(=O)N1CCOCC1 (centres undefined) | / | 1 | -12 | 2.8 | -7 | 16 | 2 | -11 | /
COc1cccc(CN(CC(=O)NC2CCCC2)C(=O)Cn2nnc(-c3cccs3)n2)c1 | -1 | 0 | 12 | 0.1 | 5 | -21 | 4 | -2 | -3
CCCN(CCC)C(=O)CC(c1ccc(F)cc1)c1ccco1 (centres undefined) | 36 | -6 | 2 | -0.4 | 1 | 5 | 7 | 4 | 57*
COc1ccc2nc(SCC(=O)NC3CC3)c(C#N)cc2c1 | -2 | -12 | 10 | -6.9 | -5 | 8 | 0 | 3 | 3
CC(=O)Nc1ccc(Cl)c(C(N)=O)c1 | -4 | 4 | 36 | 2.4 | 6 | 6 | 0 | 0 | 3
CCCC1=C(C(=O)OCC)C(c2ccc(NC(C)=O)cc2)NC(=O)N1 (centres undefined) | 5 | -3 | 23 | 0.5 | -9 | 12 | 0 | -4 | 4
O=C1C=C(N2CCCCCC2)C2(CCCCC2)O1 | -1 | -1 | 1 | -1.9 | 7 | i | 0 | -8 | -4
O=C(CSc1ccccc1)NN1C(=O)c2ccccc2C1=O | 0 | -2 | 0 | 3.7 | 1 | -18 | 0 | -5 | 1
CCC(C)C(NC(=O)OCc1ccccc1)C(=O)NCC(c1ccccc1)N(C)C (centres undefined) | -1 | 3 | -17 | 1.4 | 2 | 1 | 1 | -1 | 3
CCOC(=O)N1CCN(C(=O)CCSc2ccc(C)cc2)CC1 | 6 | -3 | 13 | 0.8 | -6 | 5 | 0 | 0 | -1
CC(=O)N1c2c(cc(Br)cc2S(=O)(=O)NCC2COc3ccccc3O2)CC1C (centres undefined) | 2 | 4 | 1 | 3.2 | -2 | 9 | 0 | -1 | 0
CC12CCC(C(=O)NCc3ccc4c(c3)OCO4)(C(=O)C1=O)C2(C)C (centres undefined) | -6 | 10 | 10 | 1.1 | 1 | 41 | 6 | -5 | 0
CCC(=O)OCCNc1cc(SCCC(=O)OC)c2nonc2c1[N+](=O)[O-] | 13 | -5 | 16 | 4.0 | -8 | 1 | 1 | 4 | -1
CCN(CC)CCCNC(=O)c1ccccc1NC(=O)C1=CSCCO1 | -3 | 5 | 4 | -0.7 | 1 | 6 | 0 | -1 | -5
Cc1ccc(Cl)cc1N1CCN(S(=O)(=O)c2ccc3[nH]c(=O)ccc3c2)CC1 | 20 | -1 | -19 | -0.8 | 3 | -12 | 3 | 15 | -2
O=C(O)c1cc(-c2ccco2)nc2ccccc12 | -4 | -19 | -17 | -1.2 | -26 | -5 | 24 | -6 | 2
O=C(CCCN1C(=O)c2cccnc2Oc2ccc(Cl)cc21)N1CCCCC1 | 5 | 3 | 12 | 1.0 | 6 | 3 | 3 | 1 | -4
C(=N\Nc1nc(N2CCCC2)nc(N2CCCC2)n1)/c1ccncc1 | -2 | 0 | 21 | -1.4 | -3 | 9 | 2 | -1 | -2
Cc1cccc(N2CCN(C(=O)c3ccc4c(c3)CCN4S(C)(=O)=O)CC2)c1C | 13 | 11 | -7 | 1.9 | 6 | -14 | 2 | 2 | 1
COc1ccccc1CN1CC(C(=O)NCc2cc(F)cc(C(F)(F)F)c2)CCC1=O (centres undefined) | -2 | 3 | -112 | 1.7 | -4 | -19 | 89* | -4 | 3
CC(C)(C)C(=O)Nc1sc2c(c1-c1nc3ccccc3[nH]1)CCCC2 | 1 | 12 | 4 | 3.6 | -4 | 21 | 1 | 0 | 2
O=C(Cn1c(=O)oc2ccccc21)Nc1n[nH]c(=S)s1 | -5 | -28 | -6 | 0.8 | -40 | -6 | 1 | 0 | 0
COc1cccc(-n2c(SCC(=O)N3CCOCC3)nnc2-c2c[nH]c3ccccc23)c1 | -7 | 4 | -10 | 1.0 | 4 | -2 | 2 | 2 | -2
COc1ccc(/C(N)=N/OC(=O)CCc2ccccc2)cc1OC | 10 | 0 | 7 | 3.5 | 2 | -5 | 2 | 5 | -3
CCC(=O)N(Cc1cc2ccc(C)cc2n2nnnc12)C1CCCCC1 | 2 | 2 | 3 | -0.5 | 9 | 13 | 1 | 3 | 0
COc1ccc(CN2CCN(Cc3ccc(C(F)(F)F)cc3)CC2)cc1 | -14 | 7 | 7 | 4.7 | -9 | 8 | 0 | 7 | -1
COc1ccc(S(=O)(=O)CC(=O)c2cc3cccc(C)c3oc2=O)cc1 | 32 | 5 | 7 | -2.0 | 5 | 10 | 2 | -1 | 3
COC(=O)c1ccc(C2C(Oc3ccccc3C)C(=O)N2CCc2ccc(OC)c(OC)c2)cc1 (centres undefined) | 6 | -3 | -4 | 0.5 | -4 | 6 | 1 | 0 | 0
Cn1c(=O)[nH]c(=O)c2c1nc(SCC(=O)O)n2Cc1ccccc1 | -2 | -5 | 19 | 0.5 | -11 | 4 | 1 | 0 | 2
CCOc1ccc(CCNC(=O)C2CC(=O)N(CCc3ccc(OC)c(OC)c3)C2)cc1OCC (centres undefined) | -1 | 9 | 10 | -0.8 | 5 | 1 | 2 | -7 | -3
CC(O)CNc1ncnc2nc[nH]c12 (centres undefined) | 7 | -4 | 5 | -1.1 | 7 | 12 | 1 | 0 | 1
Cc1cccc(C)c1NC(=O)Cn1nnnc1N | 1 | 2 | 3 | -1.5 | 2 | 5 | 1 | -4 | 0

A second format for 4 compounds above:
| smiles | HCV core dimer | proCasp3 act | VLA-4 inh | PP5 primary | procasp7 counter | GASC-1 inh | GRK2 inh | PP1 counter | CTSL1 counter |
| --- | --- | --- | --- | --- | --- | --- | --- | --- | --- |
| O=C(Cn1c(=O)oc2ccccc21)Nc1n[nH]c(=S)s1 | -5 | -28 | -6 | 0.8 | -40 | -6 | 1 | 0 | 0 |
| COc1cccc(-n2c(SCC(=O)N3CCOCC3)nnc2-c2c[nH]c3ccccc23)c1 | -7 | 4 | -10 | 1.0 | 4 | -2 | 2 | 2 | -2 |
| COc1ccc(/C(N)=N/OC(=O)CCc2ccccc2)cc1OC | 10 | 0 | 7 | 3.5 | 2 | -5 | 2 | 5 | -3 |
| CCC(=O)N(Cc1cc2ccc(C)cc2n2nnnc12)C1CCCCC1 | 2 | 2 | 3 | -0.5 | 9 | 13 | 1 | 3 | 0 |

(more compounds)
SMILES | HCV core dimer | proCasp3 act | VLA-4 inh | PP5 primary | procasp7 counter | GASC-1 inh | GRK2 inh | PP1 counter | CTSL1 counter
O=C(NC1CCCCC1)C(c1ccccc1F)N(Cc1ccco1)C(=O)Cn1nnc2ccccc21 (centres undefined) | 12 | -7 | 5 | 1.6 | 6 | -2 | 2 | -3 | -2
COc1ccc(-c2noc(CCCc3ccccc3)n2)cc1OC | -2 | -4 | 5 | 3.5 | 5 | -7 | 0 | 1 | 1
COc1ccc(C)cc1NC(=O)CCCN1C(=S)NC(C)(C)CC1C (centres undefined) | -8 | 1 | -6 | -1.1 | -5 | -1 | 0 | -3 | 4
CCN(CC)S(=O)(=O)c1cc(NS(=O)(=O)c2cccs2)ccc1C | / | 2 | -4 | / | 6 | -2 | 3 | / | /
Nc1nc(SCC(=O)c2ccc(F)cc2)n[nH]1 | -8 | -3 | -3 | 1.1 | -5 | 21 | 0 | -1 | 3
O=C(Nc1ccccn1)[C@@H]1CCC(=O)N1C(=O)OCc1ccccc1 | -5 | -4 | 11 | 2.5 | 8 | 36 | 0 | -6 | 0
CCc1ccc(Nc2nnc(SCC(=O)N(C)CC(=O)Nc3ccccc3CC)s2)cc1 | 2 | 4 | 11 | 2.0 | 9 | 10 | 1 | -3 | 2
COc1ccc(C(=O)NNC(=S)NC(=O)c2cccnc2)cc1 | 2 | -4 | -2 | -0.1 | -11 | -3 | 0 | -1 | 1
O=C(O)c1ccc([N+](=O)[O-])c(CS(=O)(=O)c2ccccc2)c1 | 7 | 0 | 3 | -1.3 | -10 | -25 | 3 | -1 | -2
NC(=O)COc1ccc(NC(=O)CC23CC4CC(CC(C4)C2)C3)cc1 | 3 | 4 | -6 | 0.8 | 18 | 3 | 0 | -3 | 0
Cc1cccc(C)c1NC(=O)CSc1ncnc2[nH]ncc12 | / | 5 | -16 | / | 3 | 8 | 0 | / | /
CCN1C(=O)[C@H]2[C@@H](c3ccc(-c4ccc5c(c4)OCO5)cc3)N3CCC[C@@]3(C(=O)OC)[C@H]2C1=O | -21 | 2 | -5 | 1.0 | 9 | -6 | 0 | -3 | 3
Cc1ccc2sc(N3CCN(CCNC(=O)c4ccco4)CC3)nc2c1C | -2 | 6 | 7 | -0.2 | 10 | 15 | 0 | 0 | 2
CCOC(=O)C1=C(c2ccccc2)Nc2ncnn2C1c1cccc(OC)c1OC (centres undefined) | 2 | 5 | 8 | 1.0 | 5 | 8 | 2 | -3 | 5
COc1cc(/C=N/NC(=O)CSc2nc3ccccc3n2C)cc(OC)c1OC | 1 | 0 | 3 | -0.6 | -2 | -9 | 5 | -2 | -7
